# Screening results from PubChem.
# Tat export inh: inhibitors of E. coli Tat protein transport; AID 488895; E. coli MC4100 TorA-mCherry Tat export, fluorescence; actives 0.036% (n = 340,000); inhibition, % at 10 µM;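 active = mean replicate inhibition at least 50% and at least half of replicates individually reaching 50%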;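 note: exported cargo escapes ClpAP degradation while cytoplasmic cargo is degraded and loses fluorescence; 0% = median of neutral control wells and 100% = median of NaSCN control wells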
# phage Ecoli inh: E. coli growth loss with phage present; growth absorbance; inhibition, % at 11.9 µM; AID 651602; actives 0.26% (n = 360,000); in the data active = inhibition above about 11%
# E coli growth: reduces bacterial viability in AddAB counter-screen. inhibition, % at 11.9 µM. E. coli V3065 growth, OD600 absorbance, 18 h. AID 449728. actives 0.27% (n = 330,000);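 active = inhibition above the campaign's mean inhibition across all tested compounds plus 3 SD, cut at about 9.9% in these data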;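 note: uninfected addAB+ strain grown without phage in ampicillin broth; 0% = DMSO wells and 100% = ciprofloxacin 0.95 µg/ml wells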
# CAL PDZ inh: inhibitors of human CAL PDZ peptide binding | purified CAL PDZ, TMR-peptide fluorescence polarization, 1 h | inhibition, % at 20 µM | actives 0.02% (n = 330,000) | AID 504414;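 active = highest replicate inhibition of at least 40%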;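 note: plate controls were DMSO neutral control wells for no effect and unlabeled competitor peptide control wells for full effect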
#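 Assay system – tagged CAL PDZ protein CerCALP, purified · Timing – 1 h at RT · Compound – single point, 20 µM · Measured by – fluorescence polarization from S- and P-plane intensities, G-factor corrected · Evaluation – inhibition from polarization loss · Probe or stimulus – TMR reporter peptide T*-PRC34 · Buffer or medium – pH 7.4 phosphate-saline buffer, reducing agent, detergent, IgG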
# AddAB inh: less growth of phage-infected E. coli with AddAB | inhibition, % at 11.9 µM | AID 435030 | E. coli expressing H. pylori AddAB, absorbance growth | actives 0.29% (n = 330,000); in the data active = inhibition above about 12%;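 note: 0% = vehicle wells of infected cells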
# PfHsp90 set2: inhibits growth of yeast expressing Plasmodium falciparum Hsp90; actives 0.32% (n = 310,000); S. cerevisiae expressing PfHsp90, BacTiter-Glo ATP, 48 h; yeast lacking PDR1 and PDR3 efflux regulators; inhibition, % at 9.4 µM;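 active = every replicate shows inhibition above about 80%, whatever the replicate mean, limit read from the data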;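 note: 0% = DMSO neutral controls and 100% = 20 µM radicicol positive controls; yeast relying on Plasmodium falciparum Hsp90 in place of its own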
# Rtt109 HAT inh: blocks Candida albicans Rtt109/Vps75 acetyltransferase activity; inhibition, % at 34.9 µM; purified Rtt109/Vps75, ThioGlo CoA-SH fluorescence, 4 h; actives 0.16% (n = 330,000); Q5AAJ8;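 active = inhibition of at least 50% in every replicate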
# Target sequence (Q5AAJ8 whole entry, looked up): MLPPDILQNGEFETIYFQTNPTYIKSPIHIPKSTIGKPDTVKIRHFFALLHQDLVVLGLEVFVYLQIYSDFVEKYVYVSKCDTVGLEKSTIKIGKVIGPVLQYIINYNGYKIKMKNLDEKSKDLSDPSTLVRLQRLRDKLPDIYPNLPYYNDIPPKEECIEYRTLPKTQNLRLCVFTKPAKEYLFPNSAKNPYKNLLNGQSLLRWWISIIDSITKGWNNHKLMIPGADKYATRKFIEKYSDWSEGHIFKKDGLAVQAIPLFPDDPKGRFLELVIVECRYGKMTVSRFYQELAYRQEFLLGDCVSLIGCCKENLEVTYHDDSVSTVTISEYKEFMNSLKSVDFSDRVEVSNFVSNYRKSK
# PvdQ inh: P. aeruginosa PvdQ acylase inhibition; purified PvdQ acylase, fluorescence plate reader; actives 0.063% (n = 340,000); inhibition, % at 10 µM; AID 488965; in the data active = inhibition above about 30%, passing the limit was not always enough;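 note: 0% = vehicle neutral wells and 100% = reference inhibitor wells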
# DAGLB inh: diacylglycerol lipase beta (human) inhibition. inhibition, % at 5.17 µM. Q8NCG7. AID 504411. HEK293T DAGLB membrane lysate, EnzChek fluorogenic substrate. actives 0.059% (n = 340,000); in the data active = inhibition above about 34%;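 note: 0% = enzyme with vehicle and 100% = wells lacking enzyme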
# Target sequence (Q8NCG7 whole entry, looked up): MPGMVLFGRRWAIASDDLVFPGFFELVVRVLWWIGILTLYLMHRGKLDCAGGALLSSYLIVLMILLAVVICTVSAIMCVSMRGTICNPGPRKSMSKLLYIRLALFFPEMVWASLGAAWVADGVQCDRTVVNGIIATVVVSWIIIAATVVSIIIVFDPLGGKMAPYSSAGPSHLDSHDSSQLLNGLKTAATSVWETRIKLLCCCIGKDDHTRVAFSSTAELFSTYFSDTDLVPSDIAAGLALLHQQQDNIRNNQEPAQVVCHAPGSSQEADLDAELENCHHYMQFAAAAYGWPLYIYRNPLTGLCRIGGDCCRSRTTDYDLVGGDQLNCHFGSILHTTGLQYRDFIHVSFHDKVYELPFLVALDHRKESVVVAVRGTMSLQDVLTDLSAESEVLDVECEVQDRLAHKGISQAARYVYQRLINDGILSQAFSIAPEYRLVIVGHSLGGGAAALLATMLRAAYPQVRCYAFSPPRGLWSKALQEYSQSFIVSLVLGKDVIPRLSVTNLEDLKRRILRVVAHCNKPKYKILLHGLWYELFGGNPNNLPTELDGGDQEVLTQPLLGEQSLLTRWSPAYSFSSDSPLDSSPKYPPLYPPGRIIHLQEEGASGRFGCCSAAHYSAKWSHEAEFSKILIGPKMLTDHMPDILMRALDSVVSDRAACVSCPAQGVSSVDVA
# Wnt bcat act: activators of Wnt/beta-catenin signaling | AID 743398 | activation, % at 9.35 µM | Wnt/beta-catenin reporter cell assay, activator, plate reader | actives 1.2% (n = 300,000); in the data active = activation above about 30%, passing the limit was not always enough;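 note: 0% = neutral control wells and 100% = positive control wells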
# * marks the source's active call; other numbers are inactive results; . = no result given.
item	Compound	Tat export inh	phage Ecoli inh	E coli growth	CAL PDZ inh	AddAB inh	PfHsp90 set2	Rtt109 HAT inh	PvdQ inh	DAGLB inh	Wnt bcat act
1	CCc1ccccc1Nc1nc(N)nc(COC(=O)CCNS(=O)(=O)c2ccccc2)n1	2.8	1.6	1.2	-0.9	-0.5	-6.1	4.3	7.7	3.1	2.2
2	c1ccc(C2(CN3CCNC[C@@H]3CC3CCCCC3)CC2)cc1	-1.5	2.0	0.0	-2.1	-0.1	2.5	-10.7	-11.3	0.5	0.4
3	O=C(Nc1ccc(F)c(F)c1)c1ccccc1-c1ccccc1	-2.0	5.1	-0.1	-0.2	-1.2	11.6	-3.0	-2.9	-0.6	.
4	COc1cc2c(cc1OC)CN(C(=O)c1cc(S(=O)(=O)N3CCOCC3)ccc1C)CC2	-12.6	2.9	0.2	-2.7	2.2	.	23.3	14.0	-0.7	0.1
5	O=C(O)CCc1ccc(-c2cccs2)n1NC(=O)c1cccs1	-8.0	3.9	-0.1	0.2	2.8	8.8	-4.4	-13.1	0.9	-1.4
6	CC(=O)Nc1ccc2nc(-c3cccnc3)[nH]c2c1	4.0	2.9	4.7	-2.0	3.1	2.5	-1.3	6.0	-0.3	.
7	O=C(c1ccc2c(c1)OCO2)N1CCOCC1	-8.1	4.4	-0.6	-2.0	0.6	-28.6	-39.0	-9.3	-1.1	-2.5
8	COc1ccc(/C=C2\CC/C(=C\c3ccc(OC)cc3OC)C2=O)c(OC)c1	1.4	1.7	2.3	-2.3	6.2	-10.5	-12.6	4.0	-19.0	9.2
9	CC(C)(C)OC(=O)N1CCN(c2ccc(CNC(=O)c3ccc(Cl)cc3)cc2)CC1	9.6	4.2	-1.4	0.8	2.8	.	-2.5	5.1	-3.4	-11.2
10	O=[N+]([O-])c1ccc(C=NNc2ccc(S(=O)(=O)O)cc2)cc1	-1.5	2.5	.	0.1	.	14.0	-11.7	-16.6	13.0	-0.9
11	CCc1ccccc1NCC(=O)Nc1ccccc1C(=O)OC	12.2	2.1	0.6	-1.0	2.6	3.6	1.0	-8.5	-4.5	-35.0
12	Cc1nc(/N=C(\N)NC(=O)N2c3ccccc3Sc3ccccc32)nc2ccccc12	-6.9	5.1	0.7	-0.2	-0.5	30.7	0.5	-5.8	-1.8	3.9
13	CC(=O)c1ccc(NC(=O)CC2Nc3cccc4cccc(c34)NC2=O)cc1 (configuration not stated)	-6.2	1.8	1.1	-0.3	2.7	-2.9	.	-7.3	8.2	-0.5
14	CSc1nsc(SCC(=O)Nc2nc3ccc(C)cc3s2)n1	1.8	1.7	-0.9	-1.5	1.6	9.2	3.2	-3.2	-1.7	.
15	CCn1cc(C(=O)O)c(=O)c2cc(F)c(N3CCN(C(=S)NC(=O)c4ccccc4F)CC3)cc21	0.5	15.6*	98.9*	-2.5	98.3*	11.1	-4.0	-7.6	4.0	-1.7
16	O=C(NCc1ccccc1Cl)c1ccc(S(=O)(=O)N2CCCC2)cc1	1.7	0.7	-1.7	-1.2	4.5	1.3	-7.3	-5.6	-2.7	-4.5
17	Cc1cc(C(=O)CN2C(=O)NC3(CCCCC3C)C2=O)c(C)n1Cc1cccs1 (configuration not stated)	1.9	0.6	-2.9	-3.3	0.6	7.1	33.9	7.2	-0.7	65.5*
18	S=C(NCCc1ccccc1)Nc1cnc2ccccc2c1	0.9	3.1	1.2	-3.2	3.8	-2.4	5.5	-12.2	-1.1	14.9
19	CSc1c(CC(=O)Nc2ccccc2)n(C)c2ccccc12	-2.6	0.9	-1.2	-0.3	2.5	-24.9	6.2	10.3	-1.1	-2.4
20	CCCOc1ccc(-c2nc(C#N)c(NCCCn3ccnc3)o2)cc1	24.1	3.0	-0.2	-2.8	1.9	-12.1	-17.5	-14.8	2.0	.
21	CCCCn1nc(C(=O)NCC2COc3ccccc3O2)c2ccccc2c1=O (configuration not stated)	6.6	0.1	-1.2	-3.3	0.6	5.7	5.4	-14.2	-14.3	0.5
22	COc1ccc(CCNC(=O)CCc2ccccc2)cc1OC	.	0.6	-2.3	.	0.9	.	.	.	.	-0.1
23	COc1ccccc1CCNC(=O)c1ccc2nc[nH]c2c1	3.8	-0.6	-0.7	-1.3	0.3	5.5	-1.8	-15.8	5.0	1.5
24	Cc1cccc(CS(=O)(=O)Cc2ccc(C(=O)NC3CCCC3)o2)c1	4.5	-1.4	-0.9	-0.9	2.5	-4.6	-0.8	3.3	-0.2	-2.4
25	CCOCCn1cnc2sc(C(=O)NCCCN3CCOCC3)c(C)c2c1=O	7.8	-1.0	-0.7	-2.5	5.4	-10.7	-2.1	-1.1	1.2	0.2
26	COc1cccc(C(C(=O)NCC2CCCO2)N(C(=O)Cn2nnc3ccccc32)c2ccc(NC(C)=O)cc2)c1OC (configuration not stated)	0.6	0.7	2.1	-0.7	2.6	10.6	-3.0	-4.6	0.0	0.3
27	NC(=O)C1CCCN(Cc2ccc(Cl)cc2)C1 (configuration not stated)	-2.5	-0.3	2.6	-3.0	3.4	6.1	-6.2	-14.8	-1.4	.
28	N/C(=N\N=C\c1ccco1)SC1CC(=O)N(c2ccc(C(=O)O)cc2)C1=O (configuration not stated)	0.3	3.6	-1.8	-0.5	7.3	6.1	5.4	-10.3	-1.0	-2.1
29	O=C(NC1CCCC1)c1ccc2c(c1)N(Cc1ccccc1)CCS2	11.9	1.3	0.8	0.4	2.8	-27.6	4.7	4.8	-8.1	-0.1
30	CCOC(=O)N1CCN(C(=O)CSc2nnc(-c3c[nH]c4ccccc34)n2CCOC)CC1	13.1	3.2	-1.2	.	-2.3	-8.0	-2.9	-9.9	-1.1	.
31	Cn1c(-c2cccc(OCc3ccccc3)c2)nc2c1c(=O)[nH]c(=O)n2Cc1ccccc1	3.3	3.4	1.1	-0.9	3.4	-7.4	-2.8	-7.1	-1.9	.
32	COCCN(C(=O)c1ccc(N2CCCC2=O)cc1)c1c(N)n(CC(C)C)c(=O)[nH]c1=O	0.0	7.4	-1.6	1.2	0.5	.	5.5	1.9	-0.9	-2.4
33	O=C(CSc1nnnn1C1CCCC1)N1CCCCC1	-2.4	1.4	.	0.0	.	-11.0	5.8	-13.2	-1.4	12.4
34	Clc1ccc(-c2nnc(-c3ccc(Br)o3)o2)c(Cl)c1	2.6	0.8	-3.6	-2.4	0.1	7.6	3.6	-5.1	-7.5	.
35	CCC(C)(C)NC(=O)C(c1ccccc1F)N(Cc1ccco1)C(=O)Cn1nnc2ccccc21 (configuration not stated)	0.4	2.4	-0.9	-1.8	-1.9	3.7	17.7	-7.5	0.6	.
36	CN1CCN(C(=O)c2ccccc2-c2nc(-c3ccccc3)no2)CC1	-5.7	2.1	-0.1	-0.2	0.3	-1.6	-5.1	-7.1	0.0	-0.9
37	Cc1ccc(C(C2=C(O)CC(C)(C)CC2=O)C2C(=O)CC(C)(C)CC2=O)o1 (configuration not stated)	-0.2	2.9	-1.3	.	1.1	-38.4	-10.5	-13.2	-0.1	.
38	O=C1NCCCC1C(=O)N/N=C/c1ccc(Cl)cc1 (configuration not stated)	-3.4	2.9	0.3	-0.7	-0.3	-4.3	3.9	-12.4	0.0	1.5
39	COc1ccc(NS(=O)(=O)c2ccc(OC)c(NC(=O)CCC3CCCCC3)c2)cc1	-7.1	2.7	0.9	-0.1	4.1	10.6	-1.3	-5.8	-5.4	.
40	Cc1ccccc1OCC(=O)N1N=C(c2cccnc2)CC1(O)C(F)(F)F (configuration not stated)	-5.2	0.8	-1.3	0.0	1.4	13.6	4.2	4.6	1.5	-0.9
41	COC(=O)c1ccc(NC(=S)NCCCN2CCCC2=O)cc1	-10.4	1.1	2.0	-1.8	1.4	20.3	-4.8	-7.2	1.1	-2.7
42	CCOC(=O)c1ccc(NC(=O)CSc2nc(C)nc3c2c(=O)n(C)c(=O)n3C)cc1	5.7	0.3	-1.1	-6.0	-1.7	-9.8	2.1	-9.1	-1.5	-2.3
43	CC(=O)c1cccc(OCc2cc(C(=O)N(C)CCc3cnn(C)c3)no2)c1	8.8	0.7	.	-0.9	.	-11.8	-6.0	9.9	-1.8	2.6
44	CCc1ccc(C(=O)C(C)OC(=O)CNS(=O)(=O)c2ccc(C)cc2)cc1 (configuration not stated)	2.3	-0.1	1.5	-1.5	5.0	0.8	17.0	8.3	-1.3	0.1
45	COc1ccc(S(=O)(=O)N2CCN(Cc3ccc(OC)c(OC)c3)CC2)cc1	0.5	4.7	0.9	-15.2	0.8	-8.3	8.4	8.0	-1.7	0.1

# In the list so far, 2 contain two or more sulfur atoms:
item	Compound	Tat export inh	phage Ecoli inh	E coli growth	CAL PDZ inh	AddAB inh	PfHsp90 set2	Rtt109 HAT inh	PvdQ inh	DAGLB inh	Wnt bcat act
5	O=C(O)CCc1ccc(-c2cccs2)n1NC(=O)c1cccs1	-8.0	3.9	-0.1	0.2	2.8	8.8	-4.4	-13.1	0.9	-1.4
14	CSc1nsc(SCC(=O)Nc2nc3ccc(C)cc3s2)n1	1.8	1.7	-0.9	-1.5	1.6	9.2	3.2	-3.2	-1.7	.

# Next part.
item	Compound	Tat export inh	phage Ecoli inh	E coli growth	CAL PDZ inh	AddAB inh	PfHsp90 set2	Rtt109 HAT inh	PvdQ inh	DAGLB inh	Wnt bcat act
46	COc1ccc(C(C)(C)C)cc1NC(=O)CCCN1C(=O)CN(C)C1=O	0.2	-0.6	.	0.5	.	-1.7	-12.0	-1.8	-3.9	-0.7
47	O=C1c2ccccc2S(=O)(=O)N1Cc1ccccc1[N+](=O)[O-]	2.6	1.3	-0.4	0.1	3.3	2.5	10.3	-5.0	-5.6	0.3
48	Cc1ccc(-n2c(SCC(=O)NCc3ccco3)nc3c(sc4ccccc43)c2=O)cc1	-1.0	1.5	-1.8	-0.3	1.5	-23.7	-4.8	-10.2	2.2	-1.8
49	O=C(NCCN1CCOCC1)c1noc2c1CCc1ccccc1-2	-3.5	4.2	-0.3	0.6	2.8	-27.2	-10.8	-12.7	0.7	14.3
50	COc1ccc(O)c(C2(O)C(=O)c3ccccc3C2=O)c1	-6.4	-1.8	-0.2	-2.0	3.9	-4.6	25.1	0.1	-2.7	2.0
51	O=C1CSC(c2ccc(F)cc2)N1c1nc2ccccc2s1 (configuration not stated)	3.7	2.9	0.7	-0.6	0.1	-30.6	-4.4	-11.1	-8.3	-1.2
52	COc1cc(C)c(C(=O)CSc2nnc(CNC(=O)c3ccco3)n2C)cc1C	1.4	0.6	0.3	-1.3	-0.1	23.6	-0.7	-11.5	3.7	-1.2

# Look-ups from the results shown:
# Reading for O=C(c1ccc2c(c1)OCO2)N1CCOCC1 in AddAB inh: 0.6
# Reading for Clc1ccc(-c2nnc(-c3ccc(Br)o3)o2)c(Cl)c1 in DAGLB inh: -7.5
# Reading for CSc1c(CC(=O)Nc2ccccc2)n(C)c2ccccc12 in phage Ecoli inh: 0.9
# Reading for CC(C)(C)OC(=O)N1CCN(c2ccc(CNC(=O)c3ccc(Cl)cc3)cc2)CC1 in Rtt109 HAT inh: -2.5
# Reading for O=C(O)CCc1ccc(-c2cccs2)n1NC(=O)c1cccs1 in CAL PDZ inh: 0.2
# Reading for O=C1CSC(c2ccc(F)cc2)N1c1nc2ccccc2s1 (configuration not stated) in Wnt bcat act: -1.2
